Screening data as filed in PubChem BioAssay.
B2AR arrestin: agonists driving beta-arrestin recruitment to human beta2-adrenergic receptor; P07550; beta-arrestin recruitment to beta2AR, cell-based reporter; Potency, µM (titrated, usually from 46.1 µM), without a hit: at the top dose activation, hits mostly activators; 330,000 tested, 0.02% active; AID 492947;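 further: potency means the concentration at half of the fitted maximal effect; 0% = DMSO controls and full agonism = EC100 isoproterenol or metaproterenol; nearly all actives have a fitted effect of over 65% in size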
Giardia killer: kills Giardia lamblia | Giardia lamblia trophozoite viability | activity change, % at 7.66 µM, hits read low | 340,000 tested, 0.15% active; in the data active means activity change below about -80%; inconclusive means between about -30% and that limit;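 further: parasites exposed to compound for two days anaerobically before the ATP read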
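ATP-content bioluminescence gauges trophozoite survival. Cells (100/well) receive compound and incubate anaerobically for 48 hrs at 37 deg C; detection reagent follows for 15-30 min at room temperature.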
Coupling enz: inhibits coupling enzyme system, counter-screen for aldolase hits. coupling enzyme system counterscreen, AmpLite Red fluorescence. 290,000 tested, 0.67% active. activity change, negative = inhibition, % at 58.2 µM, hits read low; in the data active means activity change below about -30%
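Counterscreen of the coupled detection system alone, without aldolase: glyceraldehyde-3-phosphate coupling enzymes plus AmpLite Red readout. Compounds at 57.5 uM final, 10 min RT preincubation, 20 min RT reaction, fluorescence 525/598 nm.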
BCR signal inh: inhibitors of chronic active B-cell receptor signaling; 340,000 tested, 0.05% active; ABC-DLBCL IkBa-CBG/CBR reporter, luminescence ratio, 4 h; Potency, µM (doses to about 46.1 µM), for the others: at the top dose ratio change, negative = lower green/red ratio, usual class: inhibitors; active means well fitted inhibition curve with a large enough effect in the signal ratio, with a control signal flat, not every such curve was filed as active; inconclusive means small, poorly fitted or top-dose-only effect, or effect the other way, or a change in a side signal; the % refers to the signal ratio;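 further: potency means the concentration at half of the fitted maximal effect; plate controls were basal doxycycline-induced cells for no effect and cells given 10 µM MG132 for full effect; MG132 reads +100%, hits lower the ratio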
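Doxycycline induced both beetle luciferases in TMD8 lymphoma cells; IKK-driven degradation limits the IkappaBalpha-fused green signal, while red luminescence normalises for cell number and nonspecific effects. Compounds tested up to 46 uM, 4 hrs.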
USP2a block: blocks human ubiquitin-specific protease USP2a. O75604. USP2 core, Ub-CHOP2 coupled fluorogenic reporter, 485/531. Potency, µM (highest dose often 38.3 µM), without a hit: top-dose activity change, negative = inhibition, most hits filed as inhibitors. 330,000 tested, 0.01% active. AID 463254;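 further: potency means the concentration at half of the fitted maximal effect; plate controls were DMSO wells for no effect and full inhibition by NEM control for full effect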
Target sequence (O75604 whole entry, looked up): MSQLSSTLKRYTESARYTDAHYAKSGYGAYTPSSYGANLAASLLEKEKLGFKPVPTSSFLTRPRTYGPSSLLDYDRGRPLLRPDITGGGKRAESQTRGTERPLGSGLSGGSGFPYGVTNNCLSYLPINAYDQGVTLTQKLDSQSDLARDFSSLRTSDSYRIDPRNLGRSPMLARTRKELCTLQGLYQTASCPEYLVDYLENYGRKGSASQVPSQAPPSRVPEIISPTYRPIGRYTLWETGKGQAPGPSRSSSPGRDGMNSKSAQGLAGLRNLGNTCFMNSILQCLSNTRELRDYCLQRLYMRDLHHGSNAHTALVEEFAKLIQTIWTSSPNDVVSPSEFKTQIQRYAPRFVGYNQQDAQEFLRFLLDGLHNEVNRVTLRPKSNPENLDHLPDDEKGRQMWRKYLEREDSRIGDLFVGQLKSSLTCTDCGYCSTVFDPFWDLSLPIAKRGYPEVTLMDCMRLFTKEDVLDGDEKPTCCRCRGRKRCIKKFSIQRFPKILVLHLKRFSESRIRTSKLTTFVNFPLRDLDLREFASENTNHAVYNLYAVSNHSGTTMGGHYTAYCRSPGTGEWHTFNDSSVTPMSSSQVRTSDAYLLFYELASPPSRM
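Deubiquitinase activity read as fluorescence (485/531 nm) after Ub-CHOP2 cleavage activates the enterokinase reporter on its substrate; USP2 core 10nM, Ub-CHOP2 and substrate 25nM each, 30min compound preincubation then 60min RT; data normalized to NEM, curves fitted.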
KCNH2 3.1 inh: inhibitors of human KCNH2 3.1 potassium channel isoform; U2OS KCNH2 3.1, thallium flux FluxOr; hits give low values; 340,000 tested, 0.95% active; activity change, % (tested at about 1.8 µM);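 active means maximum activity change below -70%; inconclusive means maximum activity change from -70% to -50%; inactive means maximum activity change above -50%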;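 further: thallium influx rate constant from kinetic fluorescence after stimulation buffer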
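We transduce U2OS cells with the mutant 3.1 virus, culture them overnight, load FluxOr with Red40 quencher for 45 min, then add stimulation buffer and read kinetically for 2 min to derive a normalized rate constant.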
uPA generation: cell surface uPA generation inhibition; cell surface uPA generation assay, qHTS; Potency, µM (top dose mostly 38.3 µM), inactives show at the highest dose activity change, negative = inhibition, hits mostly inhibitors; 330,000 tested, 0.31% active; active means well fitted inhibition curve with a large enough effect; inconclusive means small, poorly fitted or top-dose-only effect; inactive means no such curve, though single readings can be large or run the other way; tested in mouse RAW 264.7 cells; further: potency means the concentration at half of the fitted maximal effect; nearly all actives have a fitted effect of over 55% in size
hERG WT inh: inhibitors of human wildtype KCNH2 potassium channel; U2OS, BacMam KCNH2, thallium flux FluxOr; hits give low values; Q12809; 340,000 tested, 0.37% active; activity change, % at 1.84 µM;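 active means maximum activity change below -70%; inconclusive means maximum activity change between -70% and -50%; inactive means maximum activity change above -50%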
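U2OS cells were transduced with wild-type KCNH2 virus (2.03 x 10^8 / mL) for 4 h at room temperature, then cultured overnight at 37 C. Thallium flux was read with FluxOr dye. Rate constants were normalized to DMSO controls.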
Eya2 inh: inhibitors of human Eya2 phosphatase activity. Potency, µM (titrated, usually from 76.9 µM), inactives show at the top dose activity, negative = inhibition, actives largely listed as inhibitors. recombinant Eya2, OMFP fluorescence dephosphorylation (OMFP is methylfluorescein phosphate). O00167. 330,000 tested, 0.006% active. AID 488837; further: potency means the concentration at half of the fitted maximal effect
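Eya2 protein (added as 0.2 uM solution) was preincubated with compound for 10 min at ambient temperature in 50 mM HEPES pH 7.5, 50 mM NaCl, 5 uM MgCl2, 0.05% BSA, 1 mM DTT. OMFP (added at 50 uM) then reacted 10 min; fluorescence read at 485/525 nm.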
GALK inhibitor: inhibitors of human galactokinase; P51570; Purified GALK, Kinase-Glo residual ATP luminescence; Potency, µM (highest dose often 57.5 µM), for inactives: at the highest dose activity change, negative = inhibition, usual class: inhibitors; 270,000 tested, 0.007% active; further: potency means the concentration at half of the fitted maximal effect
Target sequence (P51570 whole entry, looked up): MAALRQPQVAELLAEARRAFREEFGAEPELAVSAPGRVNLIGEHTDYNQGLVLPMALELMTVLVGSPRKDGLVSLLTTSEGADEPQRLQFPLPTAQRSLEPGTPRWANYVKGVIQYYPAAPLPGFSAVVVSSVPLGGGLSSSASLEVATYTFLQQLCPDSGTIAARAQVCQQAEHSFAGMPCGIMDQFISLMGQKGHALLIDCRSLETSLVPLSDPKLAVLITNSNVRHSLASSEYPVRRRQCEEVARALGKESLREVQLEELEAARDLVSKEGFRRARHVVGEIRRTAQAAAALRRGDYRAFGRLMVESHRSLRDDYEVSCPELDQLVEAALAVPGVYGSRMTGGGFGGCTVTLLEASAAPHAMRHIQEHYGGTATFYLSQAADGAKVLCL
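The enzyme phosphorylates galactose (100 uM) using ATP (35 uM); inhibition is detected as higher residual ATP, quantified by bioluminescence after 1 h reaction at room temperature, pH 8.0.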
PKM2 act: activators of human pyruvate kinase M2. P14618. AID 1631. purified PKM2, Kinase-Glo ATP luminescence, activation; response scale: 0% is enzyme alone, no compound. 260,000 tested, 0.34% active. Potency, µM (top dose mostly 57.5 µM), for inactives: at the top dose activation, actives largely listed as activators; further: potency means the concentration at half of the fitted maximal effect; nearly all actives have a fitted effect of over 55% in size
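Purified hPK-M2 (>95% pure) converted ADP (0.1 mM final) to ATP with 0.5 mM PEP in 50 mM imidazole pH7.2, KCl, MgCl2, Tween 20, BSA; 1 h at room temperature. ATP detected by Kinase-Glo luminescence.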
The depositor's hits bear a star; i = inactive; ? = inconclusive; / = no result given; [ ] = dose if it differs, or a comment. Unless noted, the call rests on the fitted dose curve; in most records, active means well fitted curve in the direction sought with a large enough effect; inconclusive means small, poorly fitted or top-dose-only effect, or another doubt; inactive means no such curve, though single readings can be large; an effect the other way counts as inactive or inconclusive. Unless noted, on the % scale 0 is the no-effect control and ±100 the full control effect. Hits appear at their usual frequency; about 2.4% have a hit in one of these screens.

structure	B2AR arrestin	Giardia killer	Coupling enz	BCR signal inh	USP2a block	KCNH2 3.1 inh	uPA generation	hERG WT inh	Eya2 inh	GALK inhibitor	PKM2 act
O=C(Nc1cccc(NC(=O)c2cccs2)c1)c1ccc([N+](=O)[O-])o1	0.5%	-89*	2	?	4%	-8	-10%	22	0%	5%	-2%
CCc1ccccc1N(C)S(=O)(=O)c1cc(-c2cc(C)no2)ccc1OC	-0.2%	6	2	10%	0%	7	?	-1	-20%	0%	/
Cc1ccc(-c2ccc(=O)n(CCC(=O)N3CCN(c4ccccc4)CC3)n2)cc1	-0.3%	25	-5	?	-5%	-5	-5%	-4	-1%	/	/
CC(C)[C@H](NC(=O)N1CCn2c1nc1ccccc12)C(=O)N[C@@H](Cc1ccccc1)C(=O)O	0.3%	-13	1	-2%	-1%	0	-1%	-5	-10%	/	1%
O=C(O)c1cccc(CN2C(=O)SC(Nc3cccc4ccccc34)C2=O)c1 (configuration not stated)	0.2%	24	1	11%	-1%	4	-9%	-26	-4%	-2%	?
COc1ccc(C(=O)COC(=O)CN2C(=O)C3C4C=CC(C4)C3C2=O)cc1 (configuration not stated)	-0.2%	-3	1	-11%	-1%	13	-2%	4	-15%	-2%	-1%
O=C(Cc1ccc(Br)cc1)Nc1ccc(S(=O)(=O)NCC2CCCO2)cc1 (configuration not stated)	0.4%	-14	2	-1%	4%	1	-2%	1	-15%	5%	3%
CCN(CC)c1ccc(S(=O)(=O)N2CCOCC2)cc1NS(C)(=O)=O	0.1%	-1	1	0%	4%	-1	-5%	-14	6%	0%	5%
O=C(NNC(=S)Nc1ccc(Br)cc1Cl)c1ccco1	-0.5%	-9	6	?	-1%	-1	4%	-1	-1%	-6%	1%
COC(=O)c1sccc1-n1cccc1C(=O)NCc1ccccc1	-0.2%	5	3	-7%	-1%	-1	2%	2	-8%	2%	-3%
CCC(Oc1ccc2c(=O)c(-c3ccccc3OC)coc2c1)C(=O)OCc1ccccc1 (configuration not stated)	5.7%	1	1	-4%	4%	0	-3%	11	3%	0%	2%
CCc1ccc(Cn2nnc(C(=O)Nc3cccc(C)c3)c2N)cc1	0.0%	2	3	?	2%	7	?	-5	10%	2%	0%
CCSc1nc(C(F)(F)F)cc(=O)n1-c1ccccc1	-0.5%	11	9	-1%	0%	11	5%	-9	-12%	2%	-8%
Cc1nc2ccccc2n1CC(=O)NCCN1CCCC1	-0.1%	16	-3	-10%	3%	1	/	-2	-1%	-3%	-2%
CCCC1=Nc2cc(C(=O)N3CCC(C(=O)OCC)CC3)ccc2Sc2ccccc21	3.5%	-1	0	0%	-2%	-2	-3%	2	-11%	-10%	/
Cc1cccc(NC(=O)CSc2nnc(-c3ccco3)n2CC2CCCO2)n1 (configuration not stated)	-1.5%	16	-1	-2%	3%	-3	1%	i	-5%	0%	-12%
O=C(Nc1nc2ccccc2[nH]1)c1ccccc1F	-0.4%	-89*	1	?	4%	12	-8%	-3	-1%	15%	-92%
Cc1ccc(-c2csc3nnc(SCC(=O)NCc4ccco4)n23)cc1	0.0%	-7	0	10%	-1%	8	/	1	-24%	-3%	2%
Cc1cn(C(=O)CN2C(=O)c3ccccc3C2=O)c(C)n1	-0.5%	14	-1	?	-1%	12	-3%	4	-4%	0%	0%
COC(=O)c1cc(-c2cccc([N+](=O)[O-])c2)c2c(=O)[nH]c(=O)n(C)c2n1	-0.5%	-4	2	?	2%	-12	-4%	2	-28%	-1%	/
COC(=O)C(C)Oc1ccc2cc(-c3ccccc3)c(=O)oc2c1 (configuration not stated)	-0.7%	-10	-10	12%	-1%	-5	0%	6	-8%	6%	-3%[0.46 µM]
N#Cc1c2n(c(=S)n(-c3ccccn3)c1=O)CCCCC2	0.0%	15	-6	-3%	-1%	-2	0%	6	-5%	3%	1%
CCSc1nnc(NC(=O)C(Cc2ccccc2)n2cccc2)s1 (configuration not stated)	1.2%	-12	3	-5%	2%	-18	-2%	4	-10%	1%	-16%
COc1cccc2cc(C(=O)C3=C(O)C(=O)N(CCN4CCOCC4)C3c3ccc(Cl)cc3)oc12 (configuration not stated)	-0.7%	16	6	8%	0%	-1	4%	12	-4%	4%	1%
COc1ccccc1OCCC(=O)OCC(=O)Nc1cc(S(=O)(=O)N2CCOCC2)ccc1Cl	-0.2%	-5	0	6%	-1%	3	-1%	1	-5%	-1%	2%
Cc1cc(-c2cccs2)c2c(n1)sc1c(=O)[nH]c(=O)[nH]c12	-0.2%	-17	3	?	3%	-1	-1%	-6	0%	-2%	4%
N#Cc1nc(COc2ccccc2Cl)oc1NCc1cccnc1	-0.3%	2	2	?	5%	-10	0%	-14	-5%	4%	-5%
C(=N\n1cnnc1)/c1ccc(OCc2cccc3ccccc23)cc1	-0.8%	11	0	?	0%	-10	7%	3	1%	4%	-1%
CCc1nc2cccnc2n1-c1ccc(C(=O)O)cc1	0.2%	-5	-2	-8%	6%	-8	-1%	2	7%	1%	/
Cc1ccc(S(=O)(=O)N(Cc2n[nH]c(=S)n2-c2ccccc2)c2ccccc2)cc1	-0.3%	17	6	8%	1%	13	1%	-4	-5%	0%	21%
Cc1cc(C)nc(N/N=C/c2ccccc2)n1	-0.4%	-15	3	?	3%	5	/	-7	-30%	-2%	-6%
Cc1nc(SCC(=O)Nc2cccc(C(=O)O)c2)n[nH]1	0.4%	6	3	?	0%	-1	2%	-23	-1%	7%	-1%
COc1ccc(Cn2c(=O)[nH]c3cc(C(=O)NC4CCN(Cc5ccccc5)CC4)ccc32)cc1	0.3%	-19	-1	-23%	4%	-15	-1%	-2	-4%	-1%	-2%
CC1CCc2nn(CC(=O)NCCCN3CCCC3=O)cc2C1 (configuration not stated)	0.2%	2	1	?	2%	-5	0%	-7	4%	1%	0%
O=C(C1=C[C@H](c2csc3ccccc23)C[C@H](OCc2ccc(CO)cc2)O1)N1CCOCC1	-0.2%	0	1	-16%	3%	-3	-11%	2	0%	-1%	0%
CCn1c(SCC(=O)c2cccs2)nnc1-c1cccs1	0.9%	-28	-4	0%	4%	-6	-9%	-14	-5%	2%	2%
Cc1c(Br)cc(C(=O)O)c(C)c1C	0.0%	9	3	-4%	1%	-8	4%	-9	4%	1%	-3%
CCN1CCN(c2ccc(NC(=O)c3ccc4c(c3)OCCO4)cc2C)CC1	-0.4%	-23	/	7%	1%	?	-8%	7	-20%	/	/
Cc1occc1-c1nnc(SCc2nnc(-c3ccc(Cl)cc3)o2)n1C	-0.3%	13	3	2%	1%	13	4%	1	12%	4%	?
Cc1cc(N/N=C\c2ccc(Br)cc2)nc(-n2nc(C)cc2C)n1	0.1%	-1	2	-20%	1%	?	0%	-21	2%	1%	-3%
O=C(CSc1ccccc1)N1CCN(c2ccccn2)CC1	2.9%	44[activator]	2	?	3%	1	3%	16	10%	-3%	0%
Cc1cc(C)n2cc(CSc3nnnn3-c3ccccc3)nc2n1	-0.9%	-9	2	?	3%	1	-3%	9	-3%	1%	8.9µM*
O=C(Nc1nnc(SCc2ccc(F)cc2)s1)c1cccnc1Cl	0.2%	-13	8	-15%	5%	-3	1%	-8	4%	2%	-5%
N#Cc1ccc(/C=N/NC(=O)c2ccccc2F)cc1	0.0%	5	3	?	3%	-10	3%	-8	-6%	2%	3%
Cc1nc2ccc(NC(=S)NC3CC3)cc2nc1C	-0.7%	4	-5	5%	2%	22	3%	6	1%	0%	-2%
O=C(CNC(=S)N(Cc1ccc(F)cc1)C1CCCCC1)NCC1CCCO1 (configuration not stated)	-0.2%	25	0	5%	5%	3	0%	-1	8%	-2%	6%
COc1ccc2c(c1)CC(C(=O)Nc1ccc(Cl)cc1)/C(=N/O)O2 (configuration not stated)	0.1%	5	0	-5%	0%	1	5%	-5	5%	/	/
CCOc1ccccc1N1CCN(CC(=O)Nc2nc(C)c(C(=O)N(C)C)s2)CC1	-0.3%	-15	0	4%	0%	/	3%	-3	13%	6%	1%
COc1ccccc1N/C(=N/S(=O)(=O)c1ccc(C)cc1)c1ccccc1	-0.5%	-14	1	-2%	-1%	-2	-9%	-4	-5%	2%	-15%

Two entries picked at random from the list so far:
structure	B2AR arrestin	Giardia killer	Coupling enz	BCR signal inh	USP2a block	KCNH2 3.1 inh	uPA generation	hERG WT inh	Eya2 inh	GALK inhibitor	PKM2 act
COc1ccc2c(c1)CC(C(=O)Nc1ccc(Cl)cc1)/C(=N/O)O2 (configuration not stated)	0.1%	5	0	-5%	0%	1	5%	-5	5%	/	/
CCOc1ccccc1N1CCN(CC(=O)Nc2nc(C)c(C(=O)N(C)C)s2)CC1	-0.3%	-15	0	4%	0%	/	3%	-3	13%	6%	1%
